AID inh = inhibitors of human activation induced cytidine deaminase; Potency, µM (titrated, usually from 115 µM), for inactives: at the highest dose activity change, negative = inhibition, usual class: inhibitors; 91,000 tested, 0.32% active; AID deamination FRET fluorescence, UDG-coupled, 4 h; further: nearly all actives have a fitted effect of over 25% in size
Target sequence (Q9GZX7 whole entry, looked up): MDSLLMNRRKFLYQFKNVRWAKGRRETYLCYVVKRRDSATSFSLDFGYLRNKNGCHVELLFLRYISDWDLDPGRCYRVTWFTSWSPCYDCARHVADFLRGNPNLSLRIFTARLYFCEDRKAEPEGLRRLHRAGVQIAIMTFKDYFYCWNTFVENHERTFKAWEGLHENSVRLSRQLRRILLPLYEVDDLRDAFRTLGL
UDG counter = blocks uracil-DNA glycosylase in AID counter-screen; FRET deamination/UDG coupled assay, UDG read, 4 h; Potency, µM (highest dose often 115 µM), for the others: top-dose activity change, negative = inhibition, hits mostly inhibitors; 91,000 tested, 0.14% active; further: nearly all actives have a fitted effect of over 65% in size
* marks the source's active call; other numbers are inactive results; ? = inconclusive; [ ] = remark or other dose. The call rests on the fitted dose curve; in most records, active means well fitted curve in the direction sought with a large enough effect; inconclusive means small, poorly fitted or top-dose-only effect, or another doubt; inactive means no such curve, though single readings can be large; an effect the other way counts as inactive or inconclusive. On the % scale 0 is the no-effect control and ±100 the full control effect; potency means the concentration at half of the fitted maximal effect.

SMILES	AID inh	UDG counter
COc1ccccc1N1CCN(C(=O)C2=CC(c3ccc(F)cc3)=NS(=O)(=O)N2C)CC1	-5%	-2%
COC(=O)c1ccccc1NC(=O)Cn1cc(S(=O)(=O)Cc2ccccc2F)c2ccccc21	72%[activator]	-15%
Cc1ccc(C(NC(=O)Cn2nc(C)c3ccccc3c2=O)C2CC2)cc1 (configuration not stated)	13%	0%
Cc1ccccc1Cn1c2ccccc2c2cnn(CC(=O)NCc3ccccn3)c(=O)c21	3%	-5%[57.5 µM]
COc1ccc(OC)c(C2C(C(N)=O)=C(C)Nc3nc(-c4cccc(Cl)c4)nn32)c1 (configuration not stated)	-5%	-3%
CCc1ccc(C(=O)Nc2ccccc2O)o1	14%	-6%
O=c1[nH]c(=O)n(Cc2cccnc2)c2c1CN(Cc1ccccc1)CN2	-4%	-4%
CNC(=O)c1ccc(CNCc2ccco2)cc1	15%	14%
CCOC(=O)c1ccccc1NC(=O)CSc1nc2ncccc2[nH]1	3%	-2%[57.5 µM]
CC(=O)O[C@H]1CC2(C)[C@@H](C[C@@H](O)[C@H]3[C@@]4(C)CC[C@@H](O)[C@@H](C)[C@@H]4CC[C@@]32C)C1=C(CCC=C(C)C)C(=O)O (some centres not stated)	-9%	-6%

The list continues.
SMILES	AID inh	UDG counter
CCC1CN(C(=O)NCc2cccc(OC)c2)c2ccccc2O1 (configuration not stated)	-1%	-4%[57.5 µM]
COc1cc(C(=O)N2CCN(c3ccc(Nc4ccccc4)nn3)CC2)cc(OC)c1OC	34%[activator]	-12%
N#Cc1nc(-c2cccs2)oc1NCCc1ccccc1	-5%	3%
O=C(COc1ccc([N+](=O)[O-])cc1)Nc1cccc2cccnc12	29%	14%
CC(C(=O)N1CCOCC1)n1ccc2cc(S(=O)(=O)N3CCCCCC3)ccc21 (configuration not stated)	-12%	-26%
CCCCCCNC(=S)NNC(=O)c1cc(-c2ccccc2)nc2ccccc12	1%	1%
CC(C)c1ccc(CCC(=O)Nc2cccnc2)cc1	2%	-4%
CC(C)CNC(=O)NC(=O)CNC(C(=O)N(C)C)c1ccccc1 (configuration not stated)	1%	-2%
CCc1ccc(S(=O)(=O)Nc2cc(-c3cn4ccccc4n3)ccc2C)cc1	9%	-29%
COc1ccc(S(=O)(=O)NC2(C(F)(F)F)NC(=O)N(CCc3ccccc3)C2=O)cc1 (configuration not stated)	-1%	1%

Later entries
SMILES	AID inh	UDG counter
CCC(Sc1nc2ccccc2c2nc(CCn3c(C)nc4ccccc43)nn12)C(=O)Nc1ccc(F)cc1 (configuration not stated)	-29%	18%
N#Cc1c(N2CCN(CC(=O)Nc3cccc(Cl)c3)CC2)nc(-c2ccco2)c2c1CCC2	-16%	-11%
CC(Sc1oc(-c2cccs2)nc1S(=O)(=O)c1ccccc1)c1ccccc1 (configuration not stated)	4%	-5%
COC(=O)CC(NC(=O)CCc1cc(OC)ccc1OC)c1cccs1 (configuration not stated)	-6%	-9%
CN(C)c1nc(Oc2ccc(=O)n(C)n2)nc(N2CCOCC2)n1	2%	2%
CCC12CN3CC(CC)(CN(C1)C(=O)c1ccccc1C3=O)C2=O	2%	-6%
O=C(NC1CC(=O)N(c2cccc(F)c2)C1)c1cccs1 (configuration not stated)	10%	6%
CCc1nc2ccc(C(=O)NCc3ccc(SC)cc3)cc2nc1CC	11%	58%[activator]
O=C(NNC(=O)C1(c2ccc(Br)cc2)CCCC1)c1ccccc1	-4%	3%
CCc1ccc(S(=O)(=O)NCCc2coc(-c3ccccc3)n2)cc1	-3%	7%

Additional entries follow:
SMILES	AID inh	UDG counter
CC(NC(=O)C(C)(C)C)C(=O)NCC1CC1 (configuration not stated)	-1%	-4%
COc1ccc(/C=C/C(=O)c2ccc(O)c(CCCl)c2)cc1C	-9%	-6%
Nc1nnnn1Cc1nnc(SCc2ccc(Cl)c(Cl)c2)n1-c1ccccc1	-23%	-13%
CCOc1cc(C(=O)Nc2ccc(NC(=O)c3cc4ccccc4o3)c(OC)c2)cc(OCC)c1OCC	16%	-7%
COc1ccc(NC(=O)Cc2c(C)c3ccc(OC)c(C)c3oc2=O)cc1	-10%	4%
Cc1cc(C)cc(CC(CC(=O)O)C(=O)Nc2cccc(C(F)(F)F)c2)c1 (configuration not stated)	-4%	-5%
CCCCn1c(=O)[nH]c(=O)c2c1nc(COC(=O)c1cc(C)ccc1C)n2CCC	?	-6%
Fc1cccc(Cl)c1Cn1c(-c2cccs2)nc2ccccc21	-25%	-2%
O=C(Nc1cccc(O)c1)c1cc2nc(-c3ccc(Br)cc3)cc(C(F)(F)F)n2n1	11%	?
Cc1ccc(C(=O)Cn2nc(Cl)nc2Cl)cc1	3%	-7%

One compound at a time, from the list above. Values in the order: AID inh, UDG counter
Cc1cc(C)cc(CC(CC(=O)O)C(=O)Nc2cccc(C(F)(F)F)c2)c1 (configuration not stated) reads -4%, -5%
COc1ccc(/C=C/C(=O)c2ccc(O)c(CCCl)c2)cc1C reads -9%, -6%
CC(NC(=O)C(C)(C)C)C(=O)NCC1CC1 (configuration not stated) reads -1%, -4%
Fc1cccc(Cl)c1Cn1c(-c2cccs2)nc2ccccc21 reads -25%, -2%
Cc1ccc(C(=O)Cn2nc(Cl)nc2Cl)cc1 reads 3%, -7%

The listing continues.
SMILES	AID inh	UDG counter
Cc1ccc(C)c(N2CCN(c3nc4ccccc4c(=O)n3-c3ccc(Cl)cc3)CC2)c1	-11%	2%[57.5 µM]
Cc1ccc2oc(-c3cccc(NC(=O)Cc4ccc(Cl)cc4)c3)nc2c1	11%	6%
C=CCn1c(=O)c2c(nc(-c3ccc(S(=O)(=O)O)cc3)n2C)n(C)c1=O	0%	-7%
COCCCNC(=O)c1ccc2c(c1)NC(=O)C(C(C)C)N2 (configuration not stated)	-6%	4%
Cc1cccc(C)c1NC(=O)c1ccc2ncsc2c1	17%	-2%
CCn1c(=O)n(CC)c2cc(N3CCCC3)c(NC(=O)Nc3cc(Cl)c(OC)cc3OC)cc21	2%	4%
Cc1nnc(SCC(=O)NCCc2ccco2)c2nn(-c3ccc(Cl)cc3)c(C)c12	-12%	-1%
Cc1cc2c(c3oc(=O)c4ccccc4c13)CN(Cc1ccc(F)cc1)CO2	6%	12%
c1ccc(SCc2nnc3sc(-c4ccco4)nn23)cc1	-20%	0%
COc1ccc(OC)c(NC(=O)C(NS(=O)(=O)c2ccc3c(c2)CCCC(=O)N3)C(C)C)c1 (configuration not stated)	73%[activator]	9%

Next section:
SMILES	AID inh	UDG counter
COc1cccc(CCNC(=O)c2cnc3sc(N4CCCC4)nn3c2=O)c1	-24%	-5%
O=C(NC1(C(F)(F)F)NC(=O)N(CCc2ccccc2)C1=O)c1ccccc1Cl (configuration not stated)	14%	17%
CCOC(=O)c1c(NC(=O)c2ccc(S(=O)(=O)N3CCCC(C)C3)cc2)sc2c1CCN(C(C)C)C2 (configuration not stated)	43%[activator]	-6%
Cc1nn2c(C)c(C(=O)NCc3ccco3)cnc2c1-c1ccccc1	13%	0%
O=C(CSc1nc2ccc(Cl)cc2[nH]1)Nc1ccc(S(=O)(=O)N2CCCCC2)cc1	-8%	-8%
Cc1ccc(Cl)c2sc(NC(=O)CS(=O)(=O)c3ccc(Cl)cc3)nc12	-9%	-3%
CC(NC(=O)c1c(O)nc2ccccn2c1=O)c1ccccc1 (configuration not stated)	-10%	-6%
CCOC(=O)c1ccccc1NC(=O)C1CCN(c2ncnc3c2nc2n3CCCCC2)CC1	-10%	-4%
CCc1nn(CC(=O)NCc2ccco2)c(=O)c2cc3c(OC)cccc3n12	-4%	35%[activator]
N#Cc1cc2c(cc1C(=O)c1ccccc1)OCCO2	-4%	-2%

Next part:
SMILES	AID inh	UDG counter
O=C1/C(=C/c2ccccc2)Cc2ccccc21	2%	-8%
CCCC(=O)N1CCc2cc(OC)c(OC)cc2C1COc1ccccc1OC (configuration not stated)	53%[activator]	3%
Cc1ccc(CNC(=O)CC(C)CC2=NS(=O)(=O)c3ccccc3N2)cc1 (configuration not stated)	0%	4%
CCN(C(=O)CCS(=O)(=O)c1ccc2c(c1)oc(=O)n2C)c1ccc(OC)cc1	13%[57.5 µM]	-12%[57.5 µM]
CC(=O)NCC(=O)O	5%	-6%
Cc1nn(CC(=O)Nc2ccc3c(c2)nc2n3CCN(C)C2)c(=O)c2ccccc12	9%	8%
CNc1sc(C(C)=O)cc1C	6%	-1%
Cc1ccc(-n2ncc(C(=O)N3CCCCC3)c2C2CCN(C(=O)OC(C)(C)C)CC2)cc1C	-2%	-6%
COC(=O)COc1cc2oc(=O)cc(C)c2cc1Cl	-1%	-3%
Cc1cccc(NC(=O)Cn2c(=O)n(Cc3ccccc3)c(=O)c3sc4ccccc4c32)c1	12%	-12%

Three compounds from above, ordered by the number in AID inh, ascending.
SMILES,AID inh
Cc1ccc(CNC(=O)CC(C)CC2=NS(=O)(=O)c3ccccc3N2)cc1 (configuration not stated),0%
O=C1/C(=C/c2ccccc2)Cc2ccccc21,2%
CNc1sc(C(C)=O)cc1C,6%

Following part.
SMILES	AID inh	UDG counter
Cc1ccc(NC(=O)Cc2ccc(-n3c(C)nc4cccnc43)cc2)c(Cl)c1	-5%	-5%
O=C(CSc1nc(-c2ccccc2)nc2cc(=O)[nH]n12)Nc1ccccc1	3%	-4%
Cc1ccc(CNC(=O)CCC(=O)N2CC3CCCN3c3ccccc32)cc1 (configuration not stated)	?	?
O=C(O)c1ccc(S(=O)(=O)NCc2ccco2)cc1	7%	-2%
COc1ccc(C)cc1NC(=O)C1CCN(S(=O)(=O)c2c(C)noc2/C=C/c2ccco2)CC1	-13%	-1%[57.5 µM]
CCC(CC)C(CNC(=O)Cc1n[nH]c(=O)c2ccccc12)N1CCOCC1 (configuration not stated)	0%	2%
CC(SC1CCCC1)C(=O)Nc1ccc2c(c1)CCC2 (configuration not stated)	-4%	4%
Cc1ccc(NC(=O)Cn2c(=O)c3c(ncn3CC(C)C)n(CC(C)C)c2=O)cc1F	-19%	-10%
COc1ccc(-c2cn3nc(N4CCCC(C(=O)NCc5ccccn5)C4)sc3n2)cc1 (configuration not stated)	-8%	-7%
N#Cc1cccc(C(=O)c2ccc3c(c2)OCCO3)c1	-7%	-5%

(listing goes on)
SMILES	AID inh	UDG counter
CCOC(=O)c1cc(-c2ccccc2)n(CCCC(=O)Nc2ccc(C)c(Cl)c2)c1C	-16%	20%
CCOc1ccc2c(c1)NC(c1ccc(OCC)c(OCC)c1)=NC(c1ccc(F)cc1)=N2	?	-7%
Cc1ccccc1C(C)NC(=O)c1cc(Cl)c[nH]1 (configuration not stated)	3%	8%
COc1ccc(N2CC(NC(=O)CCc3ccccc3)CC2=O)cc1OC (configuration not stated)	9%	-9%
CC(=O)Nc1ccc(CNC(=O)C2CCC(C(C)(C)C)CC2)cc1 (configuration not stated)	-1%	3%
NC(=O)CN1C(=O)C(O)(CC(=O)c2ccc3c(c2)OCO3)c2ccccc21 (configuration not stated)	3%	4%
O=C(NCc1ccccc1Br)c1cnc2sc(N3CCCCCC3)nn2c1=O	-9%	2%
COC(=O)CCCNC(=O)CN1CCCCC1C (configuration not stated)	-2%	0%
O=c1[nH]c2ccc(NCc3ccc(-c4ccccc4F)o3)cc2[nH]1	7%	3%
O=[N+]([O-])c1ccc(F)cc1OCc1cc(Cl)c2c(c1)OCCO2	2%	-6%

(cont.)
SMILES	AID inh	UDG counter
Cc1cccc(C)c1NC(=O)CN(C)C(=O)c1nc(-c2ccccc2)oc1C	0%	-5%
CN(Cc1ccco1)C(=O)CCc1ncc(-c2c(F)cccc2F)o1	2%	1%
Cc1cccc(C)c1OC(=O)CSc1nnc(CNC(=O)c2ccccc2)o1	-2%	0%
O=C(c1ccc2c(c1)OCCO2)N(Cc1cccnc1)c1nc2ccc(F)cc2s1	-2%	4%
COc1ccc(-c2[nH]c(-c3ccc(O)cc3)nc2-c2ccccc2)cc1	2%	-6%
c1ccc(-c2cc(-c3ccccc3)nc(-c3ccccc3)c2)cc1	-7%	0%
CCOc1cc(/C=C2/NC(=O)NC2=O)cc(Br)c1OCC(=O)O	-2%	-5%
CCCOc1ccc(C2C(=O)N(C3CCCCC3)CC(=O)N2C2CCCCC2)cc1OC (configuration not stated)	4%	24%
CCOC(=O)c1c(-c2ccc(OC)c(OC)c2)csc1NC(=O)c1ccc(F)cc1	8%	-3%
Cc1ccc(C)c(-n2cccc2C=O)c1	-3%	-2%

Additional compounds.
SMILES	AID inh	UDG counter
CCCc1c(C)nc2ccc(Cl)cc2c1-c1ccccc1	-21%	-9%
CC(C)(C)c1ccc(C(=O)NC(Nc2ccc(Cl)cc2)C(Cl)(Cl)Cl)cc1 (configuration not stated)	-8%	-5%
Cc1ccc2c(=O)cc(C(=O)Nc3onc4c3CC(C)CC4)oc2c1C (configuration not stated)	3%	1%
COc1ccc2cc(COC(=O)c3nn(C)c(=O)c4ccccc34)ccc2c1	-11%	-9%
N=C(N)c1cccc(COc2ccccc2)c1	-10%	6%
O=C(COc1ncnc2ccc(Br)cc12)Nc1ccc(F)c(F)c1	-4%	6%
COc1ccc(CCNC(=O)CCn2c(=O)c3ccccc3n(Cc3c(C)cc(C)cc3C)c2=O)cc1OC	-30%	-7%
COc1ccc2[nH]cc(CCNC(=O)Nc3c(C)cccc3C)c2c1	39%[activator]	-7%[57.5 µM]
CC1=C(c2ccc(C)c(C)c2)S(=O)(=O)N=C1N1CCC(C(=O)NCc2ccc(C)o2)CC1	9%	?

Screening results: PubChem BioAssay, National Center for Advancing Translational Sciences (NCATS)

An excerpt; rates above refer to the full screens.
